BaF3 parental: parental Ba/F3 viability inhibition as JAK2V617F counter-screen | CellTiter-Glo ATP luminescence | 220,000 compounds, 1.1% hits | AID 1486 | inhibition, % at 5.6 µM;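 active means inhibition above a per-campaign cutoff, the mean inhibition of all tested compounds plus 3 SD, cut at about 27% in these data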;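 further: 0% = DMSO wells and 100% = JAK Inhibitor I control wells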
NPY2 pot ag: human NPY-Y2 potentiation or agonism, primary screen | P49146 | 220,000 compounds, 0.45% hits | cells expressing NPY-Y2, potentiator/agonist read-out | activation, % at 3.6 µM; in the data active means activation above about 27%;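 further: cells stimulated with NPY near EC25 plus isoproterenol at EC100; 0% = vehicle plus submaximal agonist and 100% = vehicle plus saturating agonist; some results beyond the cut were filed as inactive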
S1P4 ag: agonists of human S1P4 receptor. S1P4-expressing cell line, agonist reporter assay. activation, % at 4.98 µM. 220,000 compounds, 0.35% hits; in the data active means activation above about 11%;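 further: 0% = DMSO vehicle and 100% = reference agonist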
PERK inhibitor: inhibitors of human PERK kinase; CHO PERK-DD fusion, SEAP luminescence translation reporter; 220,000 compounds, 0.17% hits; Q9NZJ5; AID 1416; inhibition, % at 5.6 µM;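 active means inhibition above the mean inhibition of all tested compounds plus 3 SD, set separately per screening campaign, cut at about 2.9% in these data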;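 further: PERK kinase domain activated by AP20187 dimerizer at 100 nM; 0% = DMSO with dimerizer and 100% = rapamycin at 8.4 µM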
eIF4E 4G PPI: inhibitors of eIF4E and eIF4G interaction in translation initiation; TR-FRET eIF4E-eIF4GI(517-606) binding, 2 h; inhibition, % at 21.7 µM; 220,000 compounds, 0.37% hits; P63073+Q04637;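 active means inhibition above about 30%, limit read from the data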;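 further: 0% = full FRET control wells and 100% = background wells lacking eIF4GI fragment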
Wee1 stabilizer: inhibitors of human Wee1 degradation; P30291; HeLa Luc-Wee1K328M stability, luciferase luminescence; 100% = proteasome inhibitor MG132 effect; reporter increase, % at 5 µM; 220,000 compounds, 1.2% hits;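 active means activation above the mean of all tested compounds plus 3 SD, set per screening run, cut at about 8.8% in these data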;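 further: cells exposed to compound for 20 h before luminescence read; 0% = DMSO alone and 100% = MG132 at 30 µM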
Target sequence (P30291 whole entry K328M): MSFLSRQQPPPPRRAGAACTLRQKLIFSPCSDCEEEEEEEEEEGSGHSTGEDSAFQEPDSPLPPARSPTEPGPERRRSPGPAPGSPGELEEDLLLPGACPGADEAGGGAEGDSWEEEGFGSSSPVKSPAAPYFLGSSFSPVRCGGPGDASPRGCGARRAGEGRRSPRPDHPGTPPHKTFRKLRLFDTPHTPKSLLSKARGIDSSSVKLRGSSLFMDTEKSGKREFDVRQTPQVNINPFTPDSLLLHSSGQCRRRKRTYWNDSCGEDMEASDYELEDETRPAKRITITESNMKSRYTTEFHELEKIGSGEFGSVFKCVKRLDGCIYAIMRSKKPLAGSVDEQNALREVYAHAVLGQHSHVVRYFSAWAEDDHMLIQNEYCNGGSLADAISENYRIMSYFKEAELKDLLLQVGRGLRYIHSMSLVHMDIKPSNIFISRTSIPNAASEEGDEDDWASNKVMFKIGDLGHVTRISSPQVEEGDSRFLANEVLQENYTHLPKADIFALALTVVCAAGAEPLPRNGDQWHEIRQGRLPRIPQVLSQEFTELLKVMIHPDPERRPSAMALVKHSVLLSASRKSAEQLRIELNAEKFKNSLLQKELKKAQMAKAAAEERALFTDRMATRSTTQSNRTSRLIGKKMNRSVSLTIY
S1P4 antag: human S1P4 receptor antagonism | S1P4-expressing cells, antagonist mode, reporter read-out | O95977 | inhibition, % at 4.98 µM | 220,000 compounds, 0.26% hits; in the data active means inhibition above about 29%;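 further: 0% = wells stimulated with agonist and 100% = vehicle wells without agonist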
Ba/F3 V617F tox: loss of viability in JAK2V617F-driven Ba/F3 cells | Ba/F3 EpoR-JAK2V617F viability, ATP luminescence | inhibition, % at 5.6 µM | 220,000 compounds, 1.1% hits | AID 1446;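 active means inhibition above the campaign mean plus 3 SD over all tested compounds, cut at about 24% in these data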;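 further: cytokine-independent growth of Ba/F3 cells driven by EpoR plus mutant JAK2; 0% = DMSO-treated cells and 100% = JAK inhibitor I control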
MDM2 E3 inh: inhibitors of human Mdm2 E3 ubiquitin ligase. Q00987. cell-based MDM2 ubiquitination luciferase reporter, 2 h; 0 = plate control, 100 = twice control, blank-subtracted. signal enhancement, % at 5 µM. 210,000 compounds, 0.11% hits;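 active means signal enhancement of 30% or more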;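 further: luminescence tracks abundance of the self-degrading MDM2-luciferase fusion protein; higher signal means inhibition of MDM2 E3 ligase activity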
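Buffer or medium: Cells held in DMEM | Assay system: Stable mammalian line carrying autodegrading MDM2–luciferase fusion reporter | Quantity: 2000 cells/well | Times: 4 h settle plus 2 h compound, 37 °C | Doses: One concentration, 5 µM, with 0.2% DMSO | Technique: Luminescence with SteadyLite reagent, 15 min at room temperature | Benchmarks: Plate controls and plate blanks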
* hit, by the source's call; . = not tested or not shown; [ ] = remark or other dose.

canonical_smiles	BaF3 parental	NPY2 pot ag	S1P4 ag	PERK inhibitor	eIF4E 4G PPI	Wee1 stabilizer	S1P4 antag	Ba/F3 V617F tox	MDM2 E3 inh
COC(=O)c1ccc(S(=O)(=O)NNC(=O)c2ccc(S(=O)(=O)N3CCCCC3)cc2)cc1	0	17	0.6	1.2	-5	-2	-8	-2	16
Cn1nccc1C(=O)Nc1ccc(OC(=O)c2ccnn2C)cc1	2	-1	1.8	0.2	-7[fluorescence artefact?]	1	-12	-5	-13
COc1ccc(-c2nc(N)n(C(=O)c3ccco3)n2)cc1	10	9	1.7	0.9	-5	0	-30	1	-19
Cc1ccccc1C(=O)Nc1ccc(Cl)cn1	2	12	0.9	0.6	3	3	-21	-4	-64
CC(C)C(NS(=O)(=O)c1cccc2nsnc12)C(=O)Nc1nc2ccc(Cl)cc2s1 (centres undefined)	9	-5	2.1	1.1	-1	0	-10	0	-11
CCOC(=O)Nc1ccc2c(c1)ncn2C1CCCCC1	0	-2	-0.5	-0.6	3[fluorescence artefact?]	3	-11	-3	-13
CCN1CCN(C(=S)Nc2ccc3nc(N4CCN(C)CC4)cc(C)c3c2)CC1	4	1	2.2	-0.9	15[fluorescence artefact?]	0	-25	-2	5
O=C(NCc1ccccn1)C1CCN(S(=O)(=O)N2CCC3(CC2)OCCO3)CC1	5	3	2.1	0.9	-5	-2	7	0	-4
COC(=O)c1[nH]c2ccc(C)cc2c1NC(=O)CN1CCN(c2ccccc2)CC1	7	2	-0.9	-0.6	-10	-1	-8	3	-9
COCCN1CSC(=S)N(Cc2ccco2)C1	5	12	-1.0	1.6	-1	-1	-11	3	-3
CS(=O)(=O)Nc1ccccc1C(=O)Nc1cc(Cl)cc(Cl)c1	4	3	-2.9	1.8	1	-2	-11	-3	-12
COCCNC(=O)C(c1c[nH]c2ccccc12)N(C(=O)c1snc(C(N)=O)c1N)c1cccc(OC)c1 (centres undefined)	1	6	0.4	-0.4	-4	1	-7	2	-12
COc1ccc(CC2(CO)CCN(Cc3ccc4c(c3)CCO4)CC2)cc1	6	-16	-0.5	0.3	4	-3	1	1	-22
CS(=O)(=O)Nc1ccccc1C(=O)N1CCOCC1	-1	-3	2.2	-0.8	2[fluorescence artefact?]	-1	-19	-1	-17
Cc1nc(-c2ccccc2)cc(=O)[nH]1	0	-6	-0.3	0.1	-2	-2	-20	-1	10
Cc1cc(C)cc(NC(=O)c2ccccc2NC(=O)CCC(=O)O)c1	4	-5	-0.5	0.7	-2	2	-23	0	12
COc1ccc(O)c(N)c1	4	-10	-0.6	1.0	7	-4	-4	-2	7
COc1ccc(S(=O)(=O)N2CCC(n3cnc4cc(C(F)(F)F)ccc43)CC2)cc1	1	3	0.1	-1.0	-5[fluorescence artefact?]	1	-8	-5	0
CCOCC(=O)Nc1ccc(C)c(Cl)c1	-4	2	-5.0	0.4	1	2	9	-2	0
CCOC(=O)Cc1csc(NC(=O)CSc2nc(-c3ccccc3)c(C#N)c(=O)[nH]2)n1	4	-10	0.5	-0.1	-2	2	-13	1	-1
CS(=O)(=O)NC1c2cccc3cccc(c23)C1Sc1nncn1/N=C/c1ccco1 (centres undefined)	5	-1	3.0	0.2	1	-1	1	1	-5
O=C(COc1ccccc1)Nc1ccccc1NS(=O)(=O)c1cccs1	3	-3	1.0	-0.6	2	-1	-6	-3	-4
CS(=O)(=O)N1CCC(C(=O)Nc2ccc3c(c2)OCO3)CC1	3	0	0.7	0.3	5	0	-4	-1	-2
CCOC(=O)c1c(CSCc2ccccc2)oc2ccc(O)c(CN(C)C)c12	1	-21	0.8	-1.7	-3	0	1	1	-17
COCCN1C(=O)C(CC(=O)Nc2ccc(C(C)=O)cc2)SC1=Nc1ccccc1 (centres undefined)	0	43*	-1.1	-0.5	4	1	3	-2	-1
O=C(NCCN1CCOCC1)C1CCC(=O)N1Cc1ccc(F)cc1 (centres undefined)	4	5	-2.7	0.1	7[fluorescence artefact?]	11*	-11	-2	-6
C=CCOC(=O)C1=C[C@H](c2cn(C(C)=O)c3ccccc23)C[C@H](OCc2ccc(CO)cc2)O1	-2	3	-0.6	0.5	-1	0	-1	1	.
CC(=O)Nc1cccc(NC(=O)CSc2ccc(-c3ccccn3)nn2)c1	2	0	0.4	-0.4	-6	0	0	-2	-7
COc1ccc(Cl)cc1C(=O)Nc1ccc(N(C)C(C)=O)cc1	6	-5	0.4	-2.0	-1	1	-8	3	-14
CCN(CC)C(=O)CSc1nnc(CSc2ncccn2)n1C	-8	4	0.2	0.5	-5	0	-12	-1	.
O=C1OCC2=C1C(c1ccc(F)cc1)CC(=O)N2c1ccccc1 (centres undefined)	1	-4	0.5	2.1	1	8.9*	7	1	23
O=C1/C(=C/c2ccc([N+](=O)[O-])cc2)C=C(c2ccccc2)N1c1ccc(O)cc1	-2	14	1.1	0.5	-33	2	10	-4	-23
O=S(=O)(c1ccc(F)cc1)N(CCO)CC(O)Cn1c2ccccc2c2ccccc21 (centres undefined)	-1	13	-1.0	-1.0	8[fluorescence artefact?]	-2	-10	-1	-8
COc1ccc(C(=O)CCN2CCN(c3ccccc3OC)CC2)cc1	4	16	4.6	1.3	2	2	4	-2	1
CC1CCN(CCC(=O)Nc2nccs2)CC1	2	2	1.5	0.5	8	-1	4	-2	-8
COCc1nc2sc3c(c2c(=O)[nH]1)CCCC3	3	4	-1.6	1.1	1	0	18	-1	5
CCc1sc(NS(C)(=O)=O)nc1-c1ccccc1	2	-6	1.5	-0.1	-10	-1	12	-4	-13
Cc1nnsc1C(=O)NCc1c(F)cccc1Cl	1	2	0.0	0.7	6	-2	-7	2	-11
CCN(Cc1cnn(C)c1)Cc1nc(C(c2ccccc2)c2ccccc2)no1	7	-3	-0.8	1.6	2	0	1	1	-8
CCN1C(=O)C(CC(=O)Nc2ccc(OC)cc2)N(CCCN2CCN(c3ccc(OC)cc3)CC2)C1=S (centres undefined)	2	18	1.1	0.6	-2	1	6	6	-4
CC(=O)Cc1nsc(NC(=O)c2ccc(-c3cccc(Cl)c3)o2)n1	5	0	4.6	0.4	4	0	4	2	3
CCNC(=S)NCCN1CCOCC1	-2	-2	0.1	0.6	9	-1	-1	-1	-6
COCCCNC(=O)C1CCN(S(=O)(=O)N(CC(C)C)CC(C)C)CC1	8	-15	-0.1	0.0	-7	-3	3	3	-15
COC(=O)CC[C@@H](C(=O)O)N1C(=O)c2ccccc2C1=O	0	10	-0.7	2.3	1	-2	-1	0	-3
CCCCCCCCOC(=O)c1c(CSC(=N)N)n(C)c2cc(Br)c(OC(C)=O)cc12	-2	-24	0.3	-1.3	-2	3	1	-3	-9
S=c1[nH]cc(-c2ccccc2)n1-c1ccccc1	2	21	-0.4	1.0	7	2	-14	-2	2
COC(=O)c1ccc(NC(=O)CN2CCN(c3ccccc3)CC2)cc1	3	-3	0.5	0.2	-1[fluorescence artefact?]	-3	-20	-2	4
COc1ccc(N2CCN(S(C)(=O)=O)CC2)cc1	2	-5	0.7	-1.6	2	-1	-8	4	-18
Cn1cccc1/C=C1\SC(=O)N(CC(=O)Nc2ccc(F)cc2)C1=O	8	9	-0.2	0.5	-3	4	-2	3	-1
Cc1nn(C)cc1-c1n[nH]c(=S)n1-c1ccc(F)cc1	5	12	-0.1	0.3	7	-2	-9	1	7
CN(C)S(=O)(=O)c1ccc(C(=O)NC2CCCc3ccccc32)cc1 (centres undefined)	11	-9	2.0	0.9	1	1	-7	0	-73

A stretch of the results above:
canonical_smiles	BaF3 parental	NPY2 pot ag	S1P4 ag	PERK inhibitor	eIF4E 4G PPI	Wee1 stabilizer	S1P4 antag	Ba/F3 V617F tox	MDM2 E3 inh
CCc1sc(NS(C)(=O)=O)nc1-c1ccccc1	2	-6	1.5	-0.1	-10	-1	12	-4	-13
Cc1nnsc1C(=O)NCc1c(F)cccc1Cl	1	2	0.0	0.7	6	-2	-7	2	-11
CCN(Cc1cnn(C)c1)Cc1nc(C(c2ccccc2)c2ccccc2)no1	7	-3	-0.8	1.6	2	0	1	1	-8
CCN1C(=O)C(CC(=O)Nc2ccc(OC)cc2)N(CCCN2CCN(c3ccc(OC)cc3)CC2)C1=S (centres undefined)	2	18	1.1	0.6	-2	1	6	6	-4
CC(=O)Cc1nsc(NC(=O)c2ccc(-c3cccc(Cl)c3)o2)n1	5	0	4.6	0.4	4	0	4	2	3
CCNC(=S)NCCN1CCOCC1	-2	-2	0.1	0.6	9	-1	-1	-1	-6
COCCCNC(=O)C1CCN(S(=O)(=O)N(CC(C)C)CC(C)C)CC1	8	-15	-0.1	0.0	-7	-3	3	3	-15
COC(=O)CC[C@@H](C(=O)O)N1C(=O)c2ccccc2C1=O	0	10	-0.7	2.3	1	-2	-1	0	-3
CCCCCCCCOC(=O)c1c(CSC(=N)N)n(C)c2cc(Br)c(OC(C)=O)cc12	-2	-24	0.3	-1.3	-2	3	1	-3	-9
S=c1[nH]cc(-c2ccccc2)n1-c1ccccc1	2	21	-0.4	1.0	7	2	-14	-2	2
COC(=O)c1ccc(NC(=O)CN2CCN(c3ccccc3)CC2)cc1	3	-3	0.5	0.2	-1[fluorescence artefact?]	-3	-20	-2	4
COc1ccc(N2CCN(S(C)(=O)=O)CC2)cc1	2	-5	0.7	-1.6	2	-1	-8	4	-18
Cn1cccc1/C=C1\SC(=O)N(CC(=O)Nc2ccc(F)cc2)C1=O	8	9	-0.2	0.5	-3	4	-2	3	-1
Cc1nn(C)cc1-c1n[nH]c(=S)n1-c1ccc(F)cc1	5	12	-0.1	0.3	7	-2	-9	1	7
CN(C)S(=O)(=O)c1ccc(C(=O)NC2CCCc3ccccc32)cc1 (centres undefined)	11	-9	2.0	0.9	1	1	-7	0	-73

Bioassay records deposited in PubChem BioAssay by several laboratories.
